Bioassay records from PubChem BioAssay.
Efflux pump mplx = inhibitors of Candida efflux pumps in yeast, primary screen, S. cerevisiae, Nile Red, multiplex | S. cerevisiae Candida pump triplex | inhibition, % at 10 µM | 330,000 compounds, 0.44% hits;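 active means plate passing quality check with inhibition over a set limit, or well fluorescence over plate mean plus 4 SD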;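 further: Nile Red retained in pooled yeast measured as flow cytometry median fluorescence; 0% = buffer negative control and 100% = Enniatin B positive control; higher means more Nile Red kept so more efflux inhibition; some compounds called inactive have numbers as strong as hits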
PP1 counter = PP1-alpha phosphatase inhibitors, primary screen, counter-screen for PP5 inhibitor project, biochemical, fluorescence, OMFP substrate, single point; Serine/threonine-protein phosphatase PP1-alpha catalytic subunit (Homo sapiens), P62136; purified PP1alpha; inhibition, % at 6.7 µM; 320,000 compounds, 0.9% hits;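 active means inhibition above the mean inhibition of all tested compounds plus 3 SD, computed separately for each screening campaign, cut at about 15% in these data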
Target sequence (P62136 whole entry, looked up): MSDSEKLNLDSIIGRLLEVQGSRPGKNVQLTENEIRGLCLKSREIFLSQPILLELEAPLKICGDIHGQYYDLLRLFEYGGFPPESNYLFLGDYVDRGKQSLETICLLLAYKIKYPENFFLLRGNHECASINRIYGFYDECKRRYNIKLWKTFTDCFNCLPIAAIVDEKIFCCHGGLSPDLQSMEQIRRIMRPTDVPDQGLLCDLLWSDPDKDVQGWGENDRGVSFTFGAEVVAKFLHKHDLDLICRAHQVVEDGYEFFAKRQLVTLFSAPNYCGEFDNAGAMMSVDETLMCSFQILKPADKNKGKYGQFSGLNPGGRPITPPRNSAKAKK
TPT1 inhibitor = Candida albicans TPT1 enzyme inhibitors, primary screen, biochemical, fluorescence polarization; inhibition, % at 5 µM; recombinant caTPT1, FP RNA substrate dephosphorylation; AID 1962, 2009; 300,000 compounds, 0.81% hits;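 active means inhibition above the mean of all tested compounds plus 3 SD, set per screening campaign, cut at about 24% in these data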;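 further: plate controls were DMSO alone for no effect and ferristatin control at 100 nM for full effect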
core dimer inh = inhibitors of HCV core protein dimerization, primary screen, biochemical, TR-FRET, high-throughput. AID 1899, 2009. 300,000 compounds, 0.33% hits. TR-FRET GST/Flag-core106 dimerization, 1536-well. inhibition, % at 5 µM;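 active means inhibition above the mean of all tested compounds plus 3 SD, set per screening campaign, cut at about 45% in these data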
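System: GST/Flag-tagged HCV core106 proteins. Incubation: compound-protein-antibody incubation 4 h at 22.5 °C. Technique: HTRF with 340 nm excitation, 617/671 nm emission. Medium: KF-containing HEPES buffer, pH 7.45, DTT, CHAPS, BSA. Read-out: inhibition (%) from 671 over 617 nm ratio. Also added: Eu(K)-anti-GST 90 ng/mL plus XL665-anti-Flag 1 µg/mL.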
CTSL1 counter = Fasciola hepatica cathepsin L1 inhibitors, primary screen, counter-screen for PFM18AAP inhibitor project, biochemical, QFRET, fluorogenic peptide substrate; recombinant F. hepatica cathepsin L1, Z-Leu-Arg-MCA fluorescence; inhibition, % at 5.96 µM; 300,000 compounds, 0.49% hits;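 active means inhibition above the mean of all tested compounds plus 3 SD, set per screening campaign, cut at about 17% in these data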;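 further: 0% = plate median of test compound wells and 100% = 1 µM Z-Phe-Ala-diazomethylketone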
proCasp3 act = activators of human procaspase-3 D3A mutant, primary screen, biochemical, absorbance, PC-3 D3A mutant, single concentration; AID 463141, 2010; recombinant procaspase-3 D3A, Ac-DEVD-pNA absorbance 405 nm; 330,000 compounds, 0.11% hits; activation, % at 8.5 µM; Caspase-3 (Homo sapiens), P42574;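 active means activation above the mean of all tested compounds plus 3 SD, cut at about 21% in these data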;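 further: 0% = DMSO alone and 100% = DMSO wells spiked with extra 5 µM PC-3 D3A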
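System: Procaspase-3 D3A mutant. Medium: Zinc-free 300 mM NaCl, 50 mM HEPES, 0.01% Triton X-100. Schedule: 1 h preincubation plus 2 h reaction at 25 °C. Measured by: 405 nm absorbance of p-nitroaniline, reads at 0 and 120 min. Read-out: percent activation relative to control range.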
GASC-1 inh = inhibitors of GASC-1 histone demethylase, primary screen, biochemical, fluorescence, DELFIA europium | inhibition, % at 2.35 µM | 330,000 compounds, 0.069% hits | GST-JMJD2C(1-420) H3K9me3 demethylation;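 active means more than half of a compound's replicate wells show inhibition beyond 50%, single wells judged on their own value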;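 further: signal counts dimethyl H3K9 product captured on neutravidin plate; 0% = median of DMSO wells and 100% = 0.3 times that DMSO median; strong numbers were not always called active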
Target sequence (Q9H3R0 1-420 limits assumed): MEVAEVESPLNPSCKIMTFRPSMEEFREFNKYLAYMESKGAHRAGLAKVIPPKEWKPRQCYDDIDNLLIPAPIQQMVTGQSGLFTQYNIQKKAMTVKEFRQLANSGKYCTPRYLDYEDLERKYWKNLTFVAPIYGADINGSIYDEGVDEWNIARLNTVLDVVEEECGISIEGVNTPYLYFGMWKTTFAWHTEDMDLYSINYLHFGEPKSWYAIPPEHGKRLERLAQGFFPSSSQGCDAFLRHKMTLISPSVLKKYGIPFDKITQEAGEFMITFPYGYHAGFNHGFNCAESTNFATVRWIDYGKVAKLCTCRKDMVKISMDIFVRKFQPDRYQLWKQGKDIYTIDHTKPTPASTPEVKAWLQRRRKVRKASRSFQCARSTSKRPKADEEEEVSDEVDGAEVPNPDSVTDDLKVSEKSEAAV
PP5 primary = PP5 phosphatase inhibitors, primary screen, biochemical, fluorescence; inhibition, % at 6.7 µM; Serine/threonine-protein phosphatase 5 (Homo sapiens), P53041; purified PP5c, OMFP substrate fluorescence; AID 1987, 2009; 320,000 compounds, 0.18% hits;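 active means inhibition above the campaign's mean inhibition across all tested compounds plus 3 SD, cut at about 9.5% in these data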;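 further: 0% = DMSO only and 100% = 100 µM cantharidin control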
procasp7 counter = procaspase-7 activators, primary screen, counter-screen for procaspase-3 activator project, biochemical, absorbance, HTS, human. Caspase-7 (Homo sapiens), P55210. recombinant procaspase-7, Ac-DEVD-pNA absorbance 405 nm; D23A/D198A/D206A triple mutant, cannot self-cleave; scale: DMSO 0, 5 µM enzyme 100. activation, % at 8.5 µM. 330,000 compounds, 0.093% hits;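 active means percent activation above the screen-wide mean plus 3 SD, cut at about 25% in these data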
Target sequence (P55210 whole entry D23A/D198A/D206A): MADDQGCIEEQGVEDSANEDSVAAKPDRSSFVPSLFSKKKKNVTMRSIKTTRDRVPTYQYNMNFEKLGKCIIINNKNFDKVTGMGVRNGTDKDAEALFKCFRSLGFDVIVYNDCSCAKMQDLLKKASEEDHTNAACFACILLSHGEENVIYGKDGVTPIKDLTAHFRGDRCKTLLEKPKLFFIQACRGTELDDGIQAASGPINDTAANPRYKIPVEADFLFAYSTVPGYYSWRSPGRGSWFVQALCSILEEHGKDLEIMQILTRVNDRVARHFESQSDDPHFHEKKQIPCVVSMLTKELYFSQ
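Assay system: Uncleavable procaspase-7 mutant enzyme; Input: 2 µM procaspase-7 mutant as dispensed; Also added: DEVD-pNA substrate; Medium: Zinc-free HEPES pH 7.4 with 300 mM NaCl, 0.01% Triton X-100; Timing: 1 h compound preincubation, 2 h substrate cleavage, 25 °C; Measured by: Epi-absorbance of released pNA at 405 nm, two timepoints.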
Active calls of the source: *; & = joins results of further samples. Not a hit list (roughly 2.9% active in at least one column).

For Cc1cccc(-n2c(Cc3cc(=O)[nH]c(=O)[nH]3)nnc2SCC(=O)NCC2CCCO2)c1 (stereo unspecified) the results were Efflux pump mplx -0.5, PP1 counter 1, TPT1 inhibitor -2, core dimer inh 1, CTSL1 counter 4, proCasp3 act 1, GASC-1 inh -13, PP5 primary -0.2 and procasp7 counter -2.
Cc1c(C)n(C(=O)CSc2nccn2C)c2ccccc12 was read as Efflux pump mplx 0.1, PP1 counter -3, TPT1 inhibitor 0, core dimer inh -1, CTSL1 counter -1, proCasp3 act -1, GASC-1 inh 14, PP5 primary 2.3 and procasp7 counter -1.
Screening COc1ccc(S(=O)(=O)N(C)CC(=O)Nc2ccc3c(c2)OCCO3)cc1OC returned Efflux pump mplx 0.0, PP1 counter -2, TPT1 inhibitor 1, core dimer inh 0, CTSL1 counter -3, proCasp3 act 1, GASC-1 inh -15&10, PP5 primary 1.3 and procasp7 counter 13.
`CS(=O)(=O)c1ccc(-c2cccc(NC(=O)COc3ccc(Cl)cc3)c2)nn1` gave Efflux pump mplx -0.4, PP1 counter -2, TPT1 inhibitor -3, core dimer inh -5, CTSL1 counter -3, proCasp3 act -7, GASC-1 inh -19, PP5 primary 4.8 and procasp7 counter 3.
For COc1ccc(CN2CCCC(C(=O)N3CCCCC3)C2)c(OC)c1 (stereo unspecified) the results were Efflux pump mplx -0.2, PP1 counter 1, TPT1 inhibitor -1, core dimer inh -1, CTSL1 counter -2, proCasp3 act 4, GASC-1 inh 5, PP5 primary 5.5 and procasp7 counter 3.
O=C(COC(=O)c1cc(=O)[nH]c2ccccc12)NC(=O)NC1CCCCC1 was read as Efflux pump mplx -0.1, PP1 counter 0, TPT1 inhibitor -7, core dimer inh 12, CTSL1 counter -4, proCasp3 act -4, GASC-1 inh -1, PP5 primary -1.1 and procasp7 counter 18.
`COc1ccc(/C=C/C(=O)Nc2ccc(OC)nc2)cc1` gave Efflux pump mplx 0.3, PP1 counter -3, TPT1 inhibitor -1, core dimer inh -3, CTSL1 counter 3, proCasp3 act 11, GASC-1 inh -5, PP5 primary -0.9 and procasp7 counter 5.
Cc1cc(CN2CCC(N3CCC(C(=O)NC4CC4)CC3)CC2)cc(C)c1O was read as Efflux pump mplx 0.1, PP1 counter -5, TPT1 inhibitor 2, core dimer inh -8, CTSL1 counter 0, proCasp3 act 8, GASC-1 inh -8, PP5 primary 2.5 and procasp7 counter -1.
Screening CC(C)C1CCN(C(=O)C2CCC(=O)N(CCc3ccc(Cl)cc3)C2)CC1 (stereo unspecified) returned Efflux pump mplx 0.3, PP1 counter 3, TPT1 inhibitor -2, core dimer inh 14, CTSL1 counter 2, proCasp3 act 6, GASC-1 inh 9, PP5 primary -1.3 and procasp7 counter 2.
`O=C(C[n+]1ccc2ccccc2c1)c1ccccc1` gave Efflux pump mplx -0.1, PP1 counter 0, TPT1 inhibitor 1, core dimer inh -2, CTSL1 counter -1, proCasp3 act 0, GASC-1 inh 4, PP5 primary 1.2 and procasp7 counter -5.
Cc1nc(NC(=O)/C=C/c2ccccc2)sc1C(=O)Nc1cccc(Cl)c1 was read as Efflux pump mplx -0.2, PP1 counter 1, TPT1 inhibitor -6, core dimer inh -5, CTSL1 counter 3, proCasp3 act 9, GASC-1 inh 3, PP5 primary 3.4 and procasp7 counter 6.
Screening COc1cccc(C(=O)Nc2ccccc2N2CCOCC2)c1 returned Efflux pump mplx 0.4, PP1 counter -3, TPT1 inhibitor 7, core dimer inh -2, CTSL1 counter 0, proCasp3 act -7, GASC-1 inh 2, PP5 primary 4.8 and procasp7 counter 12.
For COc1ccc(CN(CC2CCCO2)S(=O)(=O)c2ccc(-n3cnnn3)c(OC)c2)cc1 (stereo unspecified) the results were Efflux pump mplx 0.1, PP1 counter -1, TPT1 inhibitor -3, core dimer inh -1, CTSL1 counter -1, proCasp3 act 5, GASC-1 inh -9, PP5 primary -0.7 and procasp7 counter 1.
For COc1ccc2c(c1)C(=O)CCC2c1ccccc1 (stereo unspecified) the results were Efflux pump mplx 0.2, PP1 counter 1, TPT1 inhibitor 1, core dimer inh 2, CTSL1 counter -2, proCasp3 act 3, GASC-1 inh 7, PP5 primary 4.5 and procasp7 counter 5.
`COc1ccc(C(=O)N2CCN(C3CCCCC3)CC2)c(OC)c1` gave Efflux pump mplx -0.3, PP1 counter -6, TPT1 inhibitor -2, core dimer inh 0, CTSL1 counter 9, proCasp3 act 3, GASC-1 inh 2, PP5 primary 0.5 and procasp7 counter -7.
`CCCCCCC(=O)N/N=C1\CCCc2ccccc21` gave Efflux pump mplx -0.6, PP1 counter 4, TPT1 inhibitor -1, core dimer inh -1, CTSL1 counter 1, proCasp3 act -7, GASC-1 inh 2, PP5 primary 0.0 and procasp7 counter 0.
Screening CS(=O)(=O)c1ccc(C(=O)NCCN2C(=O)S/C(=C\c3cccnc3)C2=O)cc1[N+](=O)[O-] returned Efflux pump mplx 0.0, PP1 counter 4, TPT1 inhibitor -4, core dimer inh 15, CTSL1 counter -3, proCasp3 act 4, GASC-1 inh 17, PP5 primary 0.8 and procasp7 counter 6.
`Cc1cccc(NC(=O)COC(=O)Cc2cccc(C(F)(F)F)c2)c1C` gave Efflux pump mplx 0.1, PP1 counter 6, TPT1 inhibitor 1, core dimer inh 0, CTSL1 counter 1, proCasp3 act 7, GASC-1 inh -5, PP5 primary 2.6 and procasp7 counter 1.
Screening COc1ccccc1CCNC(=O)c1ccc(NC(=O)CC2SC(N3CCCCC3)=NC2=O)cc1 (stereo unspecified) returned Efflux pump mplx -0.3, PP1 counter -2, proCasp3 act 5, GASC-1 inh 0, PP5 primary -2.8 and procasp7 counter 1.
For CCS(=O)(=O)Nc1ccc(-c2nnc(SCC(=O)c3cccc(OC)c3)o2)cc1 the results were Efflux pump mplx 0.0, PP1 counter 0, TPT1 inhibitor -3, core dimer inh 2, CTSL1 counter 0, proCasp3 act -4, GASC-1 inh 0, PP5 primary 0.9 and procasp7 counter 8.
CCC1=CC(c2ccccc2)n2ncnc2N1 (stereo unspecified) was read as Efflux pump mplx 0.0, PP1 counter -2, TPT1 inhibitor -2, core dimer inh -9, CTSL1 counter 0, proCasp3 act -2, GASC-1 inh -9, PP5 primary 0.8 and procasp7 counter 7.
`Cc1nc(N2CCN(S(=O)(=O)c3ccccc3C#N)CC2)c2c(-c3ccccc3)csc2n1` gave Efflux pump mplx 0.0, PP1 counter 5, proCasp3 act 2, GASC-1 inh -3, PP5 primary 4.8 and procasp7 counter 3.
Screening COc1ccccc1NC(=O)N1CCC(C(=O)c2ccc(F)cc2)CC1 returned Efflux pump mplx 7.5*, PP1 counter -3, TPT1 inhibitor -2, core dimer inh 2, CTSL1 counter -1, proCasp3 act -1, GASC-1 inh -7, PP5 primary 0.3 and procasp7 counter -3.
`COc1cccc(N(CC(=O)NCCSc2ccc(Cl)cc2)S(C)(=O)=O)c1` gave Efflux pump mplx -0.1, PP1 counter -1, TPT1 inhibitor -4, core dimer inh -12, CTSL1 counter -2, proCasp3 act 2, GASC-1 inh 12, PP5 primary 4.3 and procasp7 counter 2.
`Cc1ccc(OCCCn2c(=O)sc3ccccc32)cc1` gave Efflux pump mplx -0.1, PP1 counter -1, TPT1 inhibitor -1, core dimer inh 3, CTSL1 counter 1, proCasp3 act -2, GASC-1 inh 24, PP5 primary 1.7 and procasp7 counter -7.
For CCOC(=O)c1ccc(/C=N/O)[n+](Cc2ccccc2)c1 the results were Efflux pump mplx 0.0, PP1 counter -2, TPT1 inhibitor 0, core dimer inh 1, CTSL1 counter 3, proCasp3 act 0, GASC-1 inh -9, PP5 primary 1.0 and procasp7 counter -5.
Screening CCN(CC)CCCN1C(=O)CSC1c1ccc2c(c1)OCO2 (stereo unspecified) returned Efflux pump mplx 0.0, PP1 counter -3, TPT1 inhibitor -3, core dimer inh -5, CTSL1 counter 0, proCasp3 act -2, GASC-1 inh -3, PP5 primary 1.8 and procasp7 counter 3.
`CCN(CC)CC#CCC1(O)c2ccccc2-c2ccccc21` gave Efflux pump mplx 0.0, PP1 counter -6, TPT1 inhibitor -1, core dimer inh -4, CTSL1 counter -1, proCasp3 act 4, GASC-1 inh 5, PP5 primary -0.4 and procasp7 counter -3.
For C=CCOc1cccc(C(=O)Nc2ncn[nH]2)c1 the results were Efflux pump mplx -0.1, PP1 counter -3, TPT1 inhibitor -2, core dimer inh 8, CTSL1 counter 1, proCasp3 act -2, GASC-1 inh 10, PP5 primary 0.3 and procasp7 counter 9.
Screening CC(=O)Nc1ccc(NC(=S)NC(=O)c2ccc([N+](=O)[O-])cc2)cc1 returned Efflux pump mplx 0.0, PP1 counter -3, TPT1 inhibitor 3, core dimer inh 0, CTSL1 counter 3, proCasp3 act -8, GASC-1 inh -2, PP5 primary 3.8 and procasp7 counter 3.
For COc1ccc(NC(=O)CCN2CC(C)OC(C)C2)c(OC)c1 (stereo unspecified) the results were Efflux pump mplx -0.1, PP1 counter -3, TPT1 inhibitor -3, core dimer inh -5, CTSL1 counter 1, proCasp3 act 0, GASC-1 inh -2, PP5 primary -1.8 and procasp7 counter 5.
For Cc1ccc(-c2csc(N)n2)s1 the results were Efflux pump mplx 0.0, PP1 counter 2, TPT1 inhibitor 1, core dimer inh 1, CTSL1 counter -1, proCasp3 act -16, GASC-1 inh 4, PP5 primary 1.6 and procasp7 counter -17.
O=C(Nc1ccc(S(=O)(=O)NC2CCCCC2)cc1)c1ccc(Br)o1 was read as Efflux pump mplx 0.0, PP1 counter 4, TPT1 inhibitor -4, core dimer inh -1, CTSL1 counter -1, proCasp3 act -2, GASC-1 inh 4, PP5 primary 3.4 and procasp7 counter 2.
CCNC(=S)NNC(=O)C1CCCCC1 was read as Efflux pump mplx 0.0, PP1 counter -8, TPT1 inhibitor -4, core dimer inh 4, CTSL1 counter -3, proCasp3 act 7, GASC-1 inh -6, PP5 primary 1.6 and procasp7 counter 2.
